SV40 large T antigen = SV40 large T antigen inhibitors, biochemical (AID 1903) | 0.39% of 310,000 active | inhibition, % at 20 µM; hits with a dose series show IC50 in µM | SV40 large T antigen ATPase/helicase inhibition assay; higher % means a stronger effect; in the data active means a potency from the dose series; inconclusive means inhibition mostly from about 32% at the one dose, without a potency; inactive means the rest, 99 in 100 with inhibition below about 32%; further: strong numbers were not always called active
PhoP inhibition = inhibitors of PhoP regulon expression, primary screen, Salmonella Typhimurium, GFP reporter (AID 1863); S. Typhimurium PhoP-regulated promoter GFP reporter, 4 h; higher % means a stronger effect; inhibition, % at 50 µM, or IC50 in µM where a hit was titrated; 0.16% of 300,000 active;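 active means inhibition over 29.93%, a cutoff 3 SD above the screen mean, later confirmed by dose response; inconclusive means inhibition over 29.93% but no dose response follow-up; inactive means inhibition at most 29.93% or unconfirmed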;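 further: 0% = low Mg2+ inducing control and 100% = high Mg2+ repressing control; strong numbers were not always called active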
T cell modulator = T cell immune modulation candidate | 2C CD8+ T cell-vesicle binding, flow cytometry; hits give low values | calls only at 7 µM | AID 2052 | 0.068% of 330,000 active;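 active means response, share of CD8 T cells binding vesicles, and their 90th percentile fluorescence all below set limits, cut at about 80% in these data, passing the limit was not always enough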
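Assay system: 2C TCR transgenic mouse naive CD8+ T cells, MACS-purified | Read-out: CD8+ gate FL2 mean fluorescence as % of same-row positive control | Signal: High-throughput flow cytometry with anti-B7-1 and anti-CD8 staining | Timing: Binding step 1.5 h, 37 °C, antibody labelling 20 min, ice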
West Nile virus CPE = inhibition of WNV-induced cytopathic effect – cell-based, CPE readout (AID 1621) | West Nile virus-infected cells, CPE inhibition; higher % means a stronger effect | one-dose CPE inhibition, % at 10 µM; IC50 in µM for titrated hits | 0.02% of 290,000 active; in the data active means a potency from the dose series; inconclusive means CPE inhibition mostly from about 3.7% at the one dose, without a potency; inactive means the rest, 99 in 100 with CPE inhibition below about 2.2%; further: strong numbers were not always called active
RSV antiviral HEp-2 = inhibition of RSV-induced cytopathic effect – HEp-2 cells, primary 10 µM value included (AID 2391). 0.13% of 310,000 active. HEp-2 cells, RSV-induced CPE inhibition; higher % means a stronger effect. CPE inhibition, % at 10 µM; hits with a dose series show IC50 in µM; in the data active means a potency from the dose series; inconclusive means CPE inhibition mostly from about 23% at the one dose, without a potency; inactive means the rest, 99 in 100 with CPE inhibition below about 21%; further: strong numbers were not always called active
Rac1 GTP hydrolysis = MgcRacGAP GTPase-activating activity inhibitors, confirmation, biochemical, ADP Hunter fluorescence | one-dose inhibition, % at 30 µM; IC50 in µM for titrated hits | MgcRacGAP-stimulated Rac1 GTP hydrolysis, ADP Hunter fluorescence; higher % means a stronger effect; GST-tagged Rac1 F28L mutant substrate | 0.6% of 340,000 active;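 active means first-screen hits whose inhibition reached a set limit at any dose in the follow-up dose series; inconclusive means inhibition above the set first-screen limit but never retested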;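 further: fluorescence reports GDP produced by GAP-driven GTP hydrolysis; strong numbers were not always called active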
bCat nuc transl = alters nuclear translocation of beta-catenin in HeLa cells | immunofluorescence imaging | nuclear translocation activity, % at 5 µM | 0.3% of 190,000 active | AID 1665;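 active means nuclear translocation activity above 50% at 5 µM, with a well cell count of 50 or more; inconclusive means wells under 50 cells across six images, flagged as toxic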;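 further: per-cell ratio of nuclear to cytoplasmic median beta-catenin stain intensity; plate controls were DMSO negative control for no effect and GSK-3 inhibitor IX positive control for full effect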
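Test system: human HeLa cell line; Doses: 5 µM primary, 0.02–20 µM confirmation; Incubation: 24 h compound exposure, 37°C; Detection: beta-catenin immunofluorescence imaging with DAPI; Read-out: beta-catenin nuclear/cytoplasmic ratio, % activation.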
Myeloid diff MLP = promotes myeloid progenitor differentiation | ER-HoxA9 myeloid progenitors, lysozyme-GFP differentiation, flow cytometry | calls only at 10 µM | 1% of 360,000 active;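 active means normalized GFP-positive differentiation at or above the plate's own cutoff, the solvent-only control mean plus 3 SD; inconclusive means no clear call, values can overlap the other calls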;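 further: cells exposed to compound for four days before flow analysis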
WT yeast gro inh = growth inhibition of WT yeast, mitochondrial fusion screen; AID 1362; 2.1% of 190,000 active; mitochondrial fusion phenotypic screen, WT strain; inhibition, % at 10 µM; in the data active means inhibition above about 58%; tested in S. cerevisiae
WT yeast gro inh mutant strain = second read-out of WT yeast gro inh, no call of its own (marks repeat the call); inhibition, %; mitochondrial fusion phenotypic screen, mutant strain inhibition
bCat nuc transl cell count 5 µM = further read-out of bCat nuc transl, marked with its call; cell count; measured here: cell count, cytotoxicity flag
T cell modulator vesicle-bound % = recorded beside T cell modulator, whose call it bears; double positive events, %; measured here: CD8+ vesicle-bound cell fraction;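 binding gate set so that unloaded-vesicle control wells show 10% double positive cells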
Myeloid diff MLP GFP+ MAC1+ % = also measured in Myeloid diff MLP; calls as there; GFP+ MAC1+ double positive, %; measured here: differentiation confirmed by MAC1 staining
Active calls of the source: *; i = inactive; ? = inconclusive; · = not tested or not shown. Rows are unselected; any-hit rate near 3.6%.

SMILES	SV40 large T antigen	PhoP inhibition	T cell modulator	T cell modulator vesicle-bound %	West Nile virus CPE	RSV antiviral HEp-2	Rac1 GTP hydrolysis	bCat nuc transl	bCat nuc transl cell count 5 µM	Myeloid diff MLP	Myeloid diff MLP GFP+ MAC1+ %	WT yeast gro inh	WT yeast gro inh mutant strain
Cc1ccc(S(=O)(=O)N=S(CCO)CCO)cc1	8%	8%	i	39	-0.1%	1.3%	-5%	-4.2	574	i	0.5	-8	-11
COc1nc(Oc2ccc(C(=O)O)cc2)nc(Oc2ccc(C(=O)O)cc2)n1	-1%	4%	i	20	0.3%	0.6%	6%	·	·	i	5.1	·	·
CN(c1cccc(NC(=O)CCSc2ccccc2)c1)S(C)(=O)=O	17%	4%	i	5	0.4%	1.0%	0%	·	·	i	11	-1	-8
COCC(=O)N(Cc1ccccc1)c1ccccn1	3%	-9%	i	43	0.4%	1.0%	8%	·	·	i	1.3	-10	-1
COc1cc(OC)cc(C(=O)/C=C2\Sc3ccccc3N2C)c1	-4%	6%	i	45	-0.5%	3.6%	-2%	-2.5	1192	i	0.4	-6	-2
O=C(NC1=NCCS1)c1ccc(Cl)cc1	5%	9%	i	2	-0.2%	1.8%	12%	·	·	i	0.4	·	·
Cc1ccc(NC(=O)NC2CCCN2S(=O)(=O)c2ccc(Cl)cc2)cc1 (stereo unspecified)	17%	1%	i	31	-0.5%	0.0%	6%	-4.1	1267	i	9.5	7	6
Cc1cc(Cl)ccc1OCC(=O)NCCOC(=O)Nc1sc(=S)n(C)c1C	22%	-10%	i	54	1.3%	2.3%	11%	-0.4	1106	i	0.4	-2	3
COCCN(CCOC)C(=O)c1c[nH]c2ccc(S(=O)(=O)N(C)c3ccc(F)cc3)cc2c1=O	2%	2%	i	49	0.8%	1.4%	0%	2.1	1436	i	6.0	0	0
CCN(CC)S(=O)(=O)c1ccc(NC2=NS(=O)(=O)c3ccccc32)cc1	5%	-4%	i	21	2.2%	0.2%	2%	·	·	i	1.4	-3	-7
CCC(CC)C(=O)Nc1ccccc1NC(C)=O	4%	10%	i	50	-0.2%	0.7%	5%	-0.2	1153	i	0.9	8	3
O=C(NC1CC1)C1CCN(C2CCN(C(=O)CCOc3ccccc3)CC2)CC1	5%	2%	i	59	0.2%	0.2%	4%	-0.7	1141	i	0.7	2	-3
CC(=O)c1ccc(NC(=O)CNCC(c2ccccc2)N(C)C)cc1 (stereo unspecified)	5%	2%	i	35	-0.3%	-0.7%	?	-0.5	1114	i	0.3	-10	4
CCC(=O)Nc1cccc(NC(=O)CSc2nnnn2C2CCCC2)c1	-7%	11%	·	·	-0.2%	-0.1%	2%	0.5	1166	i	1.6	-4	-10
COc1cccc(NC(=O)NC(=O)c2c(C)cc(Cl)nc2Cl)c1	15%	13%	i	39	-0.1%	0.5%	-9%	·	·	i	2.7	·	·
CC(C)(C)c1cc(NC(=O)CSc2nnc(N)s2)n(-c2ccccc2)n1	-4%	0%	i	56	-0.6%	2.6%	5%	-0.6	967	i	0.5	-2	-7
O=S(=O)(c1ccc(Cl)cc1)N1CCCC1c1nc2ccccc2s1 (stereo unspecified)	8%	-2%	i	40	-1.5%	9.5%	9%	·	·	i	1.3	-2	0
CCNc1nc(SCC(=O)Nc2ccc(Cl)c(Cl)c2)nc(N(C)C)n1	22%	-1%	i	39	·	7.2%	2%	-1.8	1177	i	0.2	-13	-12
CCSc1nnc2ccc(-c3cccs3)nn12	14%	-3%	i	59	-0.4%	21%	4%	0.7	1056	i	0.3	12	-1
CCOP(=O)(OCC)C(O)c1cc(OC)c(OC)c(OC)c1 (stereo unspecified)	13%	-3%	i	50	0.3%	0.3%	-1%	-2.8	1077	i	0.4	-10	-4
OC(CN1CCCCC1)CN(c1ccccc1)c1ccccc1 (stereo unspecified)	-8%	9%	i	47	-0.6%	-0.1%	5%	-0.3	1119	i	0.9	6	13
Cc1cc(C(=O)OCC(=O)N2CCc3ccccc32)ccc1[N+](=O)[O-]	·	·	i	18	·	-0.3%	4%	·	·	i	0.7	·	·
Cc1ccc(OCc2cc(C(=O)NCCc3cccnc3)no2)cc1C	2%	-6%	i	12	-1.2%	?	14%	·	·	i	1.7	·	·
COc1ccc(NC(=O)COC(C)=O)cc1Cl	-7%	5%	i	54	0.4%	-0.9%	3%	3.0	537	i	0.4	-8	-18
CSc1cccc(NC(=O)C2(S(=O)(=O)c3ccc(C)cc3)CC2)c1	10%	3%	i	31	1.7%	4.3%	13%	0.2	1104	i	0.6	2	-6

(continued)
SMILES	SV40 large T antigen	PhoP inhibition	T cell modulator	T cell modulator vesicle-bound %	West Nile virus CPE	RSV antiviral HEp-2	Rac1 GTP hydrolysis	bCat nuc transl	bCat nuc transl cell count 5 µM	Myeloid diff MLP	Myeloid diff MLP GFP+ MAC1+ %	WT yeast gro inh	WT yeast gro inh mutant strain
COc1cccc(C(=O)NCC(=O)N/N=C(C)\C=C\c2ccccc2)c1	-4%	5%	i	68	0.6%	-1.2%	-1%	-0.8	1075	i	0.1	16	-4
NC(=O)CC[C@H](NC(=O)c1ccc(F)cc1)C(=O)OCC(=O)NCc1ccc(F)cc1	3%	-1%	i	62	0.6%	0.3%	5%	2.8	1021	i	0.1	-6	-6
C=CCNC(=S)NNc1nc2c(c(=O)[nH]1)C1(CCCCC1)Cc1ccccc1-2	-9%	21%	i	64	-0.3%	?	-2%	-3.0	1095	i	0.2	-14	-1
O=C(NCCCc1ccccc1)C1CCC(=O)N(Cc2ccc(Cl)cc2)C1 (stereo unspecified)	4%	4%	i	9	-1.2%	1.7%	-8%	·	·	i	1.3	·	·
O=C(c1ccc(CS(=O)c2ccccc2Cl)o1)N1CCCCCC1 (stereo unspecified)	-1%	2%	i	9	-0.5%	0.3%	11%	·	·	i	2.2	·	·
COc1cc(NC(=O)c2cccs2)ccc1NC(=O)Cc1ccccc1	25%	1%	i	21	-0.7%	6.6%	5%	·	·	i	1.7	·	·
Cc1nn(C)cc1S(=O)(=O)NCc1ccccc1Cl	-2%	5%	i	7	1.2%	2.8%	7%	·	·	i	2.1	·	·
Cc1ccc(NC(=O)C2C3/C=C\CCCCC32)cc1C (stereo unspecified)	-6%	7%	i	18	0.6%	0.1%	2%	-1.9	1341	i	5.8	-1	23
CCOC(=O)N1CCN(C(=O)CSc2nc(=O)n3cc(C)ccc3n2)CC1	6%	-11%	i	16	·	-0.2%	3%	·	·	i	0.4	·	·
Cc1ccc2[nH]c(C(=O)N3CCC(C(N)=O)CC3)cc2c1	5%	2%	i	30	-0.8%	0.7%	15%	·	·	i	0.1	·	·
CNC(=S)N(C)c1ccccc1	17%	1%	i	58	0.0%	-0.5%	6%	-4.8	552	i	0.2	7	7
CC(OC(=O)c1cccc(NS(C)(=O)=O)c1)C(=O)Nc1ccc2c(c1)OCO2 (stereo unspecified)	·	·	i	40	·	-0.3%	3%	·	·	i	0.8	·	·
Cc1cccc(C)c1NC(=O)CN(C)C(=O)c1ccc(-n2cncn2)c([N+](=O)[O-])c1	9%	1%	i	23	·	-0.4%	-5%	·	·	i	1.1	·	·
Cc1cc(C(=O)OCC(=O)N2CCN(C(=O)c3ccco3)CC2)c(C)n1-c1ccc(F)cc1	2%	-3%	i	48	0.1%	0.9%	6%	-7.0	970	i	1.0	-6	-11
O=C(N/N=C/c1ccc([N+](=O)[O-])cc1)c1ccc2nc[nH]c2c1	5%	-3%	i	35	2.2%	1.8%	8%	-1.9	771	i	0.9	-7	-10
COCc1ccc(CN2CCCC(CCC(=O)NCc3ccc(C)o3)C2)o1 (stereo unspecified)	7%	-12%	i	27	-0.5%	-1.4%	-4%	0.4	970	i	1.5	0	8
Cc1n[nH]c(=S)n1/N=C/c1ccc(Br)o1	9%	12%	i	8	0.3%	12%	18%	5.4	1325	i	1.3	-17	-7
O=C(Cc1cccs1)Nc1ccccc1NC(=O)Cc1cccs1	6%	5%	i	31	0.4%	1.7%	11%	-8.3	1242	i	0.7	-2	-14
COc1cc(OC)cc(-c2c(-c3cccs3)c3cc(-c4ccc(OC)c(F)c4)ccc3n2C)c1	·	·	i	28	·	0.8%	4%	·	·	i	1.7	·	·
O=C(NCc1ccc2c(c1)OCO2)c1cc2n(n1)C(C(F)(F)F)CC(c1ccc3c(c1)OCO3)N2 (stereo unspecified)	12%	13%	i	8	·	-0.6%	9%	·	·	i	2.3	10	4
Cc1ccc([C@@H]2[C@@H]3C(=O)N(C)C(=O)[C@@H]3[C@]3(Cc4ccccc4)C(=O)N(CCO)CC(=O)N23)o1	8%	0%	i	10	-0.1%	1.9%	9%	·	·	i	1.4	·	·
O=C(CN1CCCC1)Nc1ccc(OCc2ccccc2)cc1	17%	1%	i	57	-0.2%	-3.2%	-2%	0.4	1066	i	0.1	-14	-1
O=C(Nc1ccc(Cl)c(Cl)c1)N1CCC(N2CCCCC2)CC1	3%	6%	i	43	?	-2.5%	10%	-0.8	1368	i	0.9	0	11
CCn1c2ccccc2n2c(=O)c(=O)n(CC(=O)N3CCN(c4ccccc4OC)CC3)nc12	0%	3%	i	52	-0.7%	1.2%	·	-0.6	1572	·	·	16	16
Cc1ccc(NS(=O)(=O)c2ccc3c(c2)NC(=O)CC(=O)N3)cc1C	7%	3%	i	29	0.5%	2.0%	4%	-2.9	1124	i	0.5	-3	-12

Sorted by length of the SMILES (lowest first): part of the list above.
SMILES	SV40 large T antigen	PhoP inhibition	T cell modulator	T cell modulator vesicle-bound %	West Nile virus CPE	RSV antiviral HEp-2	Rac1 GTP hydrolysis	bCat nuc transl	bCat nuc transl cell count 5 µM	Myeloid diff MLP	Myeloid diff MLP GFP+ MAC1+ %	WT yeast gro inh	WT yeast gro inh mutant strain
Cc1ccc(NS(=O)(=O)c2ccc3c(c2)NC(=O)CC(=O)N3)cc1C	7%	3%	i	29	0.5%	2.0%	4%	-2.9	1124	i	0.5	-3	-12
CCn1c2ccccc2n2c(=O)c(=O)n(CC(=O)N3CCN(c4ccccc4OC)CC3)nc12	0%	3%	i	52	-0.7%	1.2%	·	-0.6	1572	·	·	16	16
Cc1cc(C(=O)OCC(=O)N2CCN(C(=O)c3ccco3)CC2)c(C)n1-c1ccc(F)cc1	2%	-3%	i	48	0.1%	0.9%	6%	-7.0	970	i	1.0	-6	-11

From PubChem
